# Source: PubChem BioAssay
# CHO parental Ca: signal in parental CHO cells, OX1R antagonist counter-screen; parental CHO-K1, ATP-induced calcium, Fluo-8 fluorescence; inhibition, % at 5.6 µM; 330,000 tested, 0.63% active;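 active means inhibition above that plate's mean sample inhibition plus 3 SD, cut at about 26% in these data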;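 further: 0% = ATP-challenged DMSO wells and 100% = DMSO wells without ATP; some compounds past the cut are filed as inactive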
#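 material = parental CHO cells | also added = ATP as calcium-mobilizing challenge | dosing = single point at 5.6 µM | detection = intracellular calcium via Fluo-8 no-wash fluorescent dye | read-out = % inhibition | benchmarks = low control ATP plus DMSO, high control DMSO only | repeats = one well per compound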
# GPR7 antagonist: antagonists of human GPR7 (neuropeptides B/W receptor 1); P48145; GPR7-expressing cells, fluorescence antagonist assay; inhibition, % at 4.4 µM; 290,000 tested, 1.1% active; AID 1861; in the data active means inhibition above about 16%, passing the limit was not always enough;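 further: cells stimulated with the agonist NPW; 0% = agonist with vehicle and 100% = vehicle without agonist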
# Target sequence (P48145 whole entry, looked up): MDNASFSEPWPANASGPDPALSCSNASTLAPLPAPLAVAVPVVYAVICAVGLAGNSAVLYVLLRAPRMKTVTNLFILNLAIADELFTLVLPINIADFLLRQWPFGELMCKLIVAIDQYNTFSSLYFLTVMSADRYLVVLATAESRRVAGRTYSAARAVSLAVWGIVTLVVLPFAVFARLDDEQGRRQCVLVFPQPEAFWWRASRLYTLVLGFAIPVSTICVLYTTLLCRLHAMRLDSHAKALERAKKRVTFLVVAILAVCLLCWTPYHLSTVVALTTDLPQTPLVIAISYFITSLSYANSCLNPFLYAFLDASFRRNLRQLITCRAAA
# OXTR agonist: activates the human oxytocin receptor | activation, % at 3 µM | P30559 | CHO-OTR cells, Fluo-8 calcium fluorescence; normalized: DMSO 0%, oxytocin 100% | 320,000 tested, 0.32% active;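 active means activation above the mean of all tested compounds plus 3 SD, cutoff set per screening run, cut at about 20% in these data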;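 further: peak over basal fluorescence ratio from a 100 s FLIPR kinetic read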
# M1 PAM parental: nonselective activator or artifact in parental CHO-K1 calcium assay; ATP EC20, Fluo-8 calcium fluorescence; 0% at ATP EC20, 100% at ATP max; activation, % at 3 µM; 360,000 tested, 0.02% active;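 active means activation above the run cutoff, the mean activation of all test compounds plus 3 SD, cut at about 40% in these data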;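 further: peak over basal fluorescence ratio in a 140 s read after ATP addition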
# CHO-K1 Ca antag: nonselective inhibitor or artifact in parental CHO-K1 cells. 360,000 tested, 0.6% active. AID 602250. inhibition, % at 3 µM. ATP-induced calcium, Fluo-8 fluorescence;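 active means inhibition above a per-plate cutoff, the plate's mean sample inhibition plus 3 SD, cut at about 24% in these data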;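 further: 0% = DMSO plus EC80 ATP and 100% = DMSO alone without ATP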
# TAAR1 antag: human TAAR1 antagonism. 360,000 tested, 1.5% active. CHO RD-HGA16 TAAR1, Fluo-8 calcium fluorescence, antagonist. inhibition, % at 3 µM;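 active means inhibition above a per-plate cutoff, the mean inhibition of test compounds on that plate plus 3 SD, cut at about 49% in these data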;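 further: 0% = DMSO plus EC80 beta-PEA response and 100% = DMSO alone without agonist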
# Target sequence (Q96RJ0 whole entry, looked up): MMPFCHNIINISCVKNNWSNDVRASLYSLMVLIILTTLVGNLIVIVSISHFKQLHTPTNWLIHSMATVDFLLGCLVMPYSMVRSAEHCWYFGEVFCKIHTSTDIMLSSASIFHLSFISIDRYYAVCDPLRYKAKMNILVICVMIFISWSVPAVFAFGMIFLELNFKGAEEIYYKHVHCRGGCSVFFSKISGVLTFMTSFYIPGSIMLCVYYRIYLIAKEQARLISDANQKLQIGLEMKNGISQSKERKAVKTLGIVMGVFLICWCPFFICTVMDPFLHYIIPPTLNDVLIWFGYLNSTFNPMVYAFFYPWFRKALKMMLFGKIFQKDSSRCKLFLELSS
#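 Assay system: RD-HGA16 CHO cells with stable hTAAR1 and Gα16 / Reagent: EC80 β-phenethylamine stimulus / Doses: 3 µM, single point / Timing: dye loading 75 min at 37 °C, then 30 min room temperature / Measured by: Fluo-8 intracellular calcium dye fluorescence, real-time kinetic reads / Controls: vehicle wells and EC80 agonist wells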
# OXTR potentiate: human OXTR potentiation; CHO-OTR cells, Fluo-8 calcium fluorescence, potentiator mode; 0% = oxytocin EC15, 100% = EC100; activation, % at 3 µM; P30559; 320,000 tested, 0.061% active;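 active means activation above that plate's cutoff, the mean activation of tested compounds plus 3 SD, cut at about 6.6% in these data, passing the limit was not always enough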;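 further: 100% uses oxytocin at 75 nM as the full agonist control; some results filed as inactive read as strong as hits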
#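 System: human OTR in CHO cells / Also added: sub-maximal oxytocin, roughly EC15 / Control set: EC15 oxytocin low, 75 nM oxytocin high / Schedule: 6 min compound pre-incubation at room temperature, 100 s kinetic read / Compound: single-point 3.0 µM / Replication: singlicate / Technique: Fluo-8 calcium dye fluorescence / Read-out basis: % activation of max/min ratio relative to oxytocin controls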
# V1R ag counter: activates human V1a receptor in oxytocin agonist counter-screen; P37288; CHO-V1R cells, Fluo-8 calcium fluorescence, agonist mode; 0% DMSO, 100% 3 nM vasopressin; activation, % at 3 µM; 320,000 tested, 0.25% active;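 active means activation above the mean activation of all tested compounds plus 3 SD, per screening run, cut at about 20% in these data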;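 further: signal is peak over basal fluorescence ratio across a 100 second FLIPR read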
# Target sequence (P37288 whole entry, looked up): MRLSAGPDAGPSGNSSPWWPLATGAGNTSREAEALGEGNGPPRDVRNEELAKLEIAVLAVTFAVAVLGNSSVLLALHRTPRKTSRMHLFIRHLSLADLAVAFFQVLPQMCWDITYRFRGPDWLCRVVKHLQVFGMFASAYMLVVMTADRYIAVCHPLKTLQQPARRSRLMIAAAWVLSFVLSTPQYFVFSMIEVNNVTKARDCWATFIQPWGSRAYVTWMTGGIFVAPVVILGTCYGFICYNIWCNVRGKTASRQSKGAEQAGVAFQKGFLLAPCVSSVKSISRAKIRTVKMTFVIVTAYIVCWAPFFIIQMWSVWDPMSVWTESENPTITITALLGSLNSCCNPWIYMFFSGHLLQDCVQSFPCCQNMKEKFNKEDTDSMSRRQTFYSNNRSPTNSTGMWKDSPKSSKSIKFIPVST
# CHO-K1 Ca ag: nonselective activator or artifact in parental CHO-K1 cells. 360,000 tested, 0.48% active. Fluo-8 calcium fluorescence; scaled to maximal ATP response, vehicle zero. activation, % at 3 µM; in the data active means activation above about 15%;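 further: untransfected CHO-K1 host cells lacking M1 receptor as counterscreen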
# * = called active by the depositor; . = no result given.
SMILES,CHO parental Ca,GPR7 antagonist,OXTR agonist,M1 PAM parental,CHO-K1 Ca antag,TAAR1 antag,OXTR potentiate,V1R ag counter,CHO-K1 Ca ag
CCc1ccc(-c2cc(C(=O)NN3CCOCC3)c3ccccc3n2)s1,-4.1,3.6,-1.5,0.1,-8.9,-5.6,3.1,-1.5,-0.1
CCOC(=O)C1(CCOc2ccccc2)CCN(Cc2ccc(NC(C)=O)cc2)CC1,-9.9,-1.8,0.5,-12.5,-0.7,6.0,-12.2,2.7,0.5
O=C(Nc1ccc(F)c(Cl)c1)c1cc(C2CCCN(C(=O)c3cccs3)C2)on1 (stereo not drawn),.,.,.,-8.5,-5.0,17.8,.,.,5.3
CCCOC(=O)c1cccc(NC(=O)COc2ccc([N+](=O)[O-])cc2)c1,31.8*,9.4,-2.0,11.6,-1.8,20.3,-10.2,4.6,6.1
C/C(CC(=O)Nc1cccc(Cl)c1Cl)=N\NC(=O)c1ccccc1C,-33.1,-3.4,-1.2,20.7,-6.7,5.2,-21.8,-0.9,0.1
O=C(NN(C(=O)C1CC1)c1nc2ccccc2s1)C1CC1,-10.1,-5.7,0.1,23.6,-6.1,-11.7,-3.1,0.4,1.2
CC(C)N1CC=C2C(C#N)=C(N)C(C#N)(C#N)[C@H](c3ccoc3)[C@H]2C1,-4.1,-14.5,2.6,.,.,.,-3.7,5.4,.
C#CCOCCOCCOCCNc1nc(N2CCN(C(=O)[C@H]([C@@H](C)CC)n3cc([C@@H](N)Cc4ccc(O)cc4)nn3)CC2)nc(N2CCN(C(=O)[C@H](CCCCN)n3cc([C@@H](N)CC(C)C)nn3)CC2)n1,-8.4,-5.9,-0.2,.,.,.,-8.8,0.9,.
COCCNC(=O)CSc1nc2cc(OC)c(OC)cc2c(=O)n1Cc1ccco1,-21.7,-17.2,-0.5,15.2,-2.9,-4.4,0.2,-0.3,0.8
CC1CCCN(C2(O)C(=O)Nc3ccc([N+](=O)[O-])cc32)C1 (stereo not drawn),4.5,7.4,0.2,-5.2,-4.3,4.4,-8.3,0.4,0.5
O=S(=O)(c1ccc2nnn(O)c2c1)N1CCOCC1,-0.6,.,0.4,5.0,-6.5,-14.2,-4.3,0.1,0.0
O=C1C(CO)C(CO)C(CO)C1CO (stereo not drawn),.,.,.,6.6,-9.6,-21.9,.,.,1.2
COc1cccc(-c2c(C(=O)N/N=C/c3ccc(C)s3)nnn2-c2nonc2N)c1,-7.1,-21.3,4.8,-1.7,-18.7,16.6,-3.0,8.4,4.4
CCn1cc(CNC(=O)c2cc(COc3ccc(F)cc3Cl)on2)cn1,-4.4,-4.8,10.9,-1.2,7.5,14.1,-34.0,15.2,2.5
N#Cc1cn(CCOc2ccc(F)cc2)c2ccccc12,-23.8,-7.0,-0.6,13.2,2.8,46.3,-9.1,-1.2,1.1
CC1(c2ccccc2)NC(=O)N(CC(=O)NNC(=O)c2ccccc2F)C1=O (stereo not drawn),.,.,.,7.0,-5.6,3.4,.,.,0.6
COc1ccc(NC(=S)NC(NC(=O)c2cccc(Cl)c2)C(Cl)(Cl)Cl)c([N+](=O)[O-])c1 (stereo not drawn),26.3*,-3.9,12.5,-8.4,14.6,10.1,-11.6,13.9,14.7
Cc1ccc(NC(=O)C2CC3CCC2C3)c(Br)c1 (stereo not drawn),.,-18.7,.,-5.9,-5.8,-23.6,.,.,-0.7
NC(=O)NOCc1cccc(Cl)c1,-0.7,-16.1,1.8,-3.8,-7.9,3.2,5.3,0.5,-0.1
C=C(C)c1ccccc1,-8.1,.,1.0,3.5,-13.7,2.9,1.1,0.1,-0.2
Cc1cc(C)n2nc(N)nc2n1,.,.,.,23.1,-15.7,6.1,.,.,1.1
Cn1c(COc2ccccc2O)[n+](C)c2ccccc21,-0.4,-0.3,1.1,13.8,-7.4,-0.5,-11.6,0.9,0.4
CCOc1ccc(NC(=O)c2cnsn2)cc1,-15.6,7.3,-1.4,18.4,-8.6,-1.3,-9.0,0.1,0.1
CC(C)c1nnc(NC(=O)Cc2ccc(Br)cc2)s1,-16.4,-4.3,1.7,31.8,-11.9,-6.0,-5.2,2.5,6.4
COc1cccc(C(=O)CN(C(=O)c2ccc(Cl)c(Cl)c2)N2C(=O)C3CCCCC3C2=O)c1 (stereo not drawn),-7.2,-6.4,-0.7,18.1,-6.5,15.0,-0.2,0.2,0.9

# Given bar-delimited: 2 of the compounds above.
mol | CHO parental Ca | GPR7 antagonist | OXTR agonist | M1 PAM parental | CHO-K1 Ca antag | TAAR1 antag | OXTR potentiate | V1R ag counter | CHO-K1 Ca ag
CCOC(=O)C1(CCOc2ccccc2)CCN(Cc2ccc(NC(C)=O)cc2)CC1 | -9.9 | -1.8 | 0.5 | -12.5 | -0.7 | 6.0 | -12.2 | 2.7 | 0.5
O=C(Nc1ccc(F)c(Cl)c1)c1cc(C2CCCN(C(=O)c3cccs3)C2)on1 (stereo not drawn) | . | . | . | -8.5 | -5.0 | 17.8 | . | . | 5.3

# Continuation.
SMILES,CHO parental Ca,GPR7 antagonist,OXTR agonist,M1 PAM parental,CHO-K1 Ca antag,TAAR1 antag,OXTR potentiate,V1R ag counter,CHO-K1 Ca ag
O=C(OCc1ccc2c(c1)OCO2)c1ccc(S(=O)(=O)N2CCCC2)cc1,-5.8,-3.5,2.0,8.1,-6.2,2.6,-10.7,1.7,1.7
O=C1CCC(C(=O)N(c2ccccc2)C2(C(=O)NC3CCCCC3)CCCCC2)N1 (stereo not drawn),-9.6,-2.9,-0.5,8.7,-12.3,4.0,-0.6,-0.3,0.2
COc1ccc(CCNC(=S)Nc2cc(C)ccc2C)cc1,-11.3,-7.2,-1.6,23.0,-9.9,7.4,-6.4,-0.3,1.9
CCCn1c(CCC(=O)O)ccc1-c1ccccc1,-4.0,-14.7,-0.9,27.1,-11.2,5.9,-9.5,1.2,0.7
Cn1cc(NC(=O)Nc2ccc(C(F)(F)F)cc2)c(C(F)(F)F)n1,-12.2,0.0,6.8,1.5,5.4,-19.1,-16.7,8.4,9.4
COCCCN(C(=S)Nc1ccc(OC)cc1)C(C)c1ccncc1 (stereo not drawn),-6.5,-7.3,0.3,18.5,-15.2,-28.1,-9.3,-0.1,1.3
Cc1[nH]c2ccccc2c1N=Nc1ccccc1F,-10.5,-16.4,0.1,23.1,-14.3,-11.8,-12.1,0.1,0.9
CNc1oc(-c2ccc(OCc3ccccc3)cc2)nc1C#N,-20.8,-7.6,-0.2,-5.0,22.0,30.2,-10.2,1.3,0.1
O=C1[C@H](Oc2ccccc2)[C@@H](c2ccncc2)N1c1ccncc1,-8.9,.,.,19.9,-8.0,-5.6,.,.,0.8
CCOC(=O)C1CCCN(C(=O)c2ccc3c(c2)NC(=O)C(N2CCOCC2)S3)C1 (stereo not drawn),7.7,-5.0,-0.3,-6.2,8.6,-23.2,-14.7,1.2,0.2
O=C(COC(=O)C1CC1)Nc1ccc2[nH]c(=O)[nH]c2c1,2.2,-14.2,0.7,22.8,-11.4,-28.5,-2.6,0.3,0.3
O=C(O)C(Cc1cc2ccccc2[nH]1)N1C(=O)C2CC=C(Cl)CC2C1=O (stereo not drawn),1.3,-8.7,-0.7,4.7,-6.5,1.4,-4.7,-1.3,0.1
C#CCn1cnc2c(cnn2-c2ccc(C)c(C)c2)c1=O,-8.8,-0.4,1.9,19.7,-5.0,-18.9,-5.5,1.9,1.6
CCNS(=O)(=O)c1ccc(CCC(=O)NCc2ccccn2)cc1,-2.1,5.7,0.8,19.4,-6.3,-12.8,-5.1,0.2,1.5
Cc1ccc([N+](=O)[O-])cc1NC(=O)Cc1cccs1,-9.2,-2.6,-0.7,26.1,-4.0,-5.6,-0.5,0.7,0.7
CC(C)Oc1cc(F)ccc1-c1cc(C(=O)Nc2ccc(F)cc2)[nH]n1,.,.,.,-20.0,-5.2,68.5*,.,.,1.9
COc1ccc(-n2c(SCC(N)=O)nnc2-c2ccco2)cc1,-6.3,-18.6,1.4,17.2,-9.6,-6.7,4.3,-0.9,1.2
CCOc1cc(-c2cc(-c3ccc(C)cc3)nc(N)c2C#N)ccc1O,1.6,-0.3,1.6,-5.6,8.7,-4.5,-7.2,2.7,0.2
C/C(=N\NC(=O)c1ccc(CSc2nc(C)cc(C)n2)cc1)C1CCCCC1,-15.5,-2.4,-0.3,7.3,-1.1,-28.5,-8.5,0.2,2.8
COc1ccc(CNC(=O)CCN2C(=O)[C@@H]3Cc4ccccc4CN3C2=O)cc1,-15.3,-6.6,1.1,15.1,-5.3,-1.5,-3.3,1.4,2.3
CC(C)c1ccc(CSc2ccc(S(=O)(=O)N3CCOCC3)cn2)cc1,-18.3,.,1.9,4.5,-4.3,-9.4,-4.5,0.5,-0.5
O=C(CN1CCN(c2ccccc2F)CC1)N1CCc2ccccc21,-5.2,5.3,0.2,-19.0,-3.4,-2.7,-7.7,-0.1,0.4
O=C1NC[C@H](Cc2ccccc2)N(C[C@@H]2CCCN2C[C@H](Cc2ccccc2)N2C[C@H](Cc3ccc(O)cc3)N(CCc3ccccc3)C(=O)C2=O)C1=O,.,.,.,8.9,-14.8,-3.5,.,.,0.2
O=C1Nc2cc(S(=O)(=O)N3CCCC3)ccc2N2CCCC12 (stereo not drawn),-8.2,-15.3,0.1,-2.8,-10.2,-4.6,-17.4,1.0,0.2
O=C(Nc1ccc(N2CCOCC2)c(Cl)c1)c1ccc(-n2cnnc2)cc1Cl,-2.3,-22.6,0.3,12.1,-7.9,-19.6,-6.4,0.3,0.4

# Some of the entries so far, with tabs:
Compound	CHO parental Ca	GPR7 antagonist	OXTR agonist	M1 PAM parental	CHO-K1 Ca antag	TAAR1 antag	OXTR potentiate	V1R ag counter	CHO-K1 Ca ag
CC(C)Oc1cc(F)ccc1-c1cc(C(=O)Nc2ccc(F)cc2)[nH]n1	.	.	.	-20.0	-5.2	68.5*	.	.	1.9
COc1ccc(-n2c(SCC(N)=O)nnc2-c2ccco2)cc1	-6.3	-18.6	1.4	17.2	-9.6	-6.7	4.3	-0.9	1.2
CCOc1cc(-c2cc(-c3ccc(C)cc3)nc(N)c2C#N)ccc1O	1.6	-0.3	1.6	-5.6	8.7	-4.5	-7.2	2.7	0.2

# Reprinted at random: 2 compounds from above.
SMILES,CHO parental Ca,GPR7 antagonist,OXTR agonist,M1 PAM parental,CHO-K1 Ca antag,TAAR1 antag,OXTR potentiate,V1R ag counter,CHO-K1 Ca ag
O=S(=O)(c1ccc2nnn(O)c2c1)N1CCOCC1,-0.6,.,0.4,5.0,-6.5,-14.2,-4.3,0.1,0.0
CCCn1c(CCC(=O)O)ccc1-c1ccccc1,-4.0,-14.7,-0.9,27.1,-11.2,5.9,-9.5,1.2,0.7
